Bioassay records (PubChem)
ALOX15B inhib: inhibitors of human 15-lipoxygenase 2 (ALOX15B); Potency, µM (series often up to 57.1 µM), for the others: at the highest dose activity change, negative = inhibition, hits mostly inhibitors; AID 881; purified 15hLO-2, xylenol orange hydroperoxide absorbance; 0.56% of 110,000 active; note: potency is the fitted concentration of half-maximal effect; nearly all actives have a fitted effect of over 60% in size; many of its hits are not listed in these tables
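Enzyme 50 nM, AA 45 uM, 25 mM Hepes pH 7.5 + 0.01% Triton X-100; cpd preinc 15 min RT, rxn 90 min RT; stop/detect with 200 uM XO + 300 uM Fe(II) in 50 mM H2SO4, 30 min; A573/A405.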
IMPase inh: IMPase inhibition in cells | P97697 | CHO-M1 cells, IP1 accumulation, HTRF TR-FRET ratio | inhibition (IP1 accumulation), % at 46.1 µM | 120,000 tested, under 10 active; active = well fitted curve in the direction sought with a large enough effect in the signal ratio, not every such curve was filed as active; inconclusive = small, poorly fitted or top-dose-only effect, or a change in a side signal; inactive = no such curve, though single readings can be large or run the other way; the % refers to the signal ratio;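 note: cells stimulated with carbachol in lithium chloride buffer; plate controls were DMSO basal wells for no effect and reference inhibitor wells for full effect; higher means more IMPase inhibition seen as more IP1 and lower FRET ratio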
Target sequence (P97697 whole entry, looked up): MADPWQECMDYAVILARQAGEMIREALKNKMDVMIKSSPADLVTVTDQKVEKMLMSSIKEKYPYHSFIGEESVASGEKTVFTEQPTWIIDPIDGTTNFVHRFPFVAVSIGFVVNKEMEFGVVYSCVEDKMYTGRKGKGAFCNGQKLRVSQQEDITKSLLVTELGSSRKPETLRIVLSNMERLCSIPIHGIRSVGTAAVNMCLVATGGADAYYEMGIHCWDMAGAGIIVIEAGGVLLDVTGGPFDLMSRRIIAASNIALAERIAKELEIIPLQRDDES
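Seeded CHO-M1 cells were dosed with compound at up to 46 uM, stimulated with carbachol for 30 min, then lysed in IP-One detection reagents. Higher IP1 lowers the TR-FRET signal.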
PNC assembly inh: blocks assembly of the perinucleolar compartment | PC3M PTB-GFP, PNC prevalence imaging, 16 h; stronger effect = lower value | activity change (PNC), negative = inhibition, % at 10 µM | 3.1% of 140,000 active;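 active = readout at or below -70, meaning at least 70% loss of cells showing the perinucleolar compartment, a nuclear body marking cancer cells; inconclusive = readout between -30 and a set limit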;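 note: plate controls were DMSO wells for no effect and camptothecin positive control wells for full effect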
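Read-out is percentage of cells bearing a perinucleolar compartment, from automated 20x imaging of fixed, Hoechst-stained PC3M PTB-GFP cells. Cells were seeded 4 h, then exposed 16 h to compound (23 nl of library stock) in duplicate plates.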
ALOX12 inhib: 12-hLO (ALOX12) enzyme inhibition; AID 1452; P18054; purified 12-hLO, xylenol orange hydroperoxide absorbance; 0.12% of 150,000 active; Potency, µM (highest dose often 57.1 µM), for the others: at the highest dose activity change, negative = inhibition, most hits filed as inhibitors; note: potency is the fitted concentration of half-maximal effect; nearly all actives have a fitted effect of over 55% in size; many of its hits are not listed in these tables
Target sequence (P18054 whole entry, looked up): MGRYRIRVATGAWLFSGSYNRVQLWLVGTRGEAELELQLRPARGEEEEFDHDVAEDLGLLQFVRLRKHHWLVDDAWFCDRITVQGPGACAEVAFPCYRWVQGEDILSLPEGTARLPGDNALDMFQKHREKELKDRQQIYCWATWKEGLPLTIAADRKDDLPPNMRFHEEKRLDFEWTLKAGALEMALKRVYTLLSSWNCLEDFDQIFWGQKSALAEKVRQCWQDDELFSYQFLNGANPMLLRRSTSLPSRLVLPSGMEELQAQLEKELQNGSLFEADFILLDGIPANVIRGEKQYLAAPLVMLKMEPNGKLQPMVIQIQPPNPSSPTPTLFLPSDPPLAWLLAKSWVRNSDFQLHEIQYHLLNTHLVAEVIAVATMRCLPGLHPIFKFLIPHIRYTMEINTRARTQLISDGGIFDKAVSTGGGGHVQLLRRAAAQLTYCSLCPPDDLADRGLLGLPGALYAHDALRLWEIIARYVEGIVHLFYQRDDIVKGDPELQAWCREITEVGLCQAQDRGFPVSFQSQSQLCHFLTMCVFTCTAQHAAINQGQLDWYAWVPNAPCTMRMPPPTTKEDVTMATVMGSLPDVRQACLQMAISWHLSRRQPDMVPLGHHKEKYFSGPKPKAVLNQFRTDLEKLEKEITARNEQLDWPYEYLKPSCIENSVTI
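Hydroperoxide formation by human 12-lipoxygenase from 40 uM arachidonic acid was followed colorimetrically via ferric-xylenol orange complex, using the 573/405 nm absorbance ratio. Enzyme concentration was 150 nM, with 30 min reaction at room temperature.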
An asterisk follows results filed as active; ? = inconclusive; . = not tested or not shown; [ ] = another dose, or the depositor's remark. Unless noted, calls come from the whole dose curve; as a rule, active = well fitted curve in the direction sought with a large enough effect; inconclusive = small, poorly fitted or top-dose-only effect, or another doubt; inactive = no such curve, though single readings can be large; an effect the other way counts as inactive or inconclusive. Unless noted, % is set by controls: 0 for no effect and ±100 for the full control effect.

Order of values: ALOX15B inhib, IMPase inh, PNC assembly inh, ALOX12 inhib
> COc1ccc(-c2cc(C(=O)NC(C)C)no2)cc1
    3%, 6, 11, -2%
> COC(=O)C(NC(=O)c1ccccc1)=C1C=C(C)OC(C)=C1
    -3%, 9, ?, 1%
> O=C(c1ccco1)N(CCCN1CCOCC1)c1nc(-c2ccc(F)cc2)cs1
    48%[activator], 8, -12, -2%
> c1cnc2c(OCc3cn4cccnc4n3)cccc2c1
    -1%, 0, 40, -1%
> NCC[C@H](O)C(=O)N[C@H]1C[C@@H](N)[C@@H](O[C@H]2O[C@@H](CN)[C@@H](O)[C@@H](O)[C@@H]2O)[C@@H](O)[C@@H]1O[C@H]1O[C@@H](CO)[C@@H](O)[C@@H](N)[C@@H]1O
    36%[activator][25.6 µM], 1[20.6 µM], ., 6%[25.6 µM]
> COc1ccc(/C=N/NC(=O)c2ccc(COCC(F)(F)C(F)F)cc2)cc1
    ., ., 11, -3%
> CCc1ccc(N(C)S(=O)(=O)c2ccc3[nH]cc(C(=O)NCCN4CCOCC4)c(=O)c3c2)cc1
    15%, -4, 16, -1%
> CCOC(=O)c1cc(C#N)c(NCc2ccccc2)nc1C
    -5%, 2, -25, -2%
> COc1ccccc1-n1cnc(N)c1C(=O)c1ccccc1
    6%, 3, -27, -5%
> Cc1nc2ccccn2c1/C(O)=C1\C(=O)C(=O)N(CCN(C)C)C1c1cccnc1 (stereo not given)
    2%, -1, 9, -4%
> CCN1C(=O)c2cccc3c(NC(=O)c4ccc(S(=O)(=O)N(C)C)cc4)ccc1c23
    -12%, 13, -16, 7%
> Cc1ncc(S(=O)(=O)c2ccccc2)c(-c2ccccc2)n1
    -7%, 6, 26, 5%
> Cc1ccc(NC(=O)c2cc(S(=O)(=O)N3CCCCC3)ccc2N2CCOCC2)cc1F
    -5%, 8, 22, -1%
> CCOC(=O)/C(N=O)=C(\O)C1CCN(C(=O)OCC)CC1
    -1%, 2, 15, -2%
> CCOc1ccc(CN(C(=O)c2oc3cc(C)ccc3c2C)C2CCS(=O)(=O)C2)cc1 (stereo not given)
    -4%, 1, ?, -6%
> C=CCn1c(NCc2c[nH]c3ccccc23)nc2ccccc21
    ., 4, 34, 5%
> Cc1csc(NC(=O)c2cc3c(C)nn(Cc4ccccc4Cl)c3s2)n1
    ., ., -11, -6%
> Clc1ccc(-c2nnsc2SCc2ccccc2)cc1
    -4%, 10, ?, 2%
> CCOC(=O)c1[nH]c(C)c(C(=O)NCc2ccc(Cl)cc2)c1C
    2%, -3, 12, -6%
> Nc1c(C(O)(C(F)(F)F)C(F)(F)F)cc(C(O)(C(F)(F)F)C(F)(F)F)c2ccccc12
    ., 8, -19, -13%
> O=Cc1cn(-c2ccccc2)nc1-c1cc2c(ccc3ccccc32)oc1=O
    ?, 0, -2, -8%
> COc1cc(C(=O)NCCc2ccc3c(c2)OCCO3)ccc1OCC(=O)N1CCOCC1
    0%, -4, -17, 0%
> O=C(COc1ccccc1)Nc1ccc(S(=O)(=O)N2CCOCC2)cc1
    ., 2, 27, 3%
> O=C(Cc1ccc(F)cc1)N(c1ccccc1)C1C=CS(=O)(=O)C1 (stereo not given)
    -7%, 14, ?, -2%
> CN1CC(=O)N(C)c2ncn(Cc3ccccc3)c2C1=O
    0%, 1, 14, 1%
> Cc1ccnc(NC(=O)c2ccccc2[N+](=O)[O-])c1
    13%, 2, 63, 2%
> O=C1CC(c2ccco2)Cc2nc(N3CCN(Cc4ccc5c(c4)OCO5)CC3)ncc21 (stereo not given)
    59%[activator], -3, -28, -10%
> O=C(Cn1ncc2c1-c1ccccc1OC2)Nc1ccc(S(=O)(=O)N2CCCCC2)cc1
    4%, -4, 3, 0%
> O=C(Cn1cnc2c(cnn2-c2ccc(F)cc2)c1=O)NCCc1ccccc1
    ., -9, 17, 10%
> CCC(C)n1c(-c2cccs2)nc2nc3ccccc3nc21 (stereo not given)
    -14%, 0, -30, -9%
> COc1ccc(S(=O)(=O)N2CCN(C)CC2)cc1C
    6%, 6, -10, 4%
> C=CCOn1c(C)c(C(C)=O)c2c3nonc3ccc21
    ., -2, -15, 4%
> CCS(=O)(=O)C(=C1NCCO1)S(=O)(=O)CC
    -2%, 2, -18, -3%
> CC(C(=O)NC(=O)NCc1ccccc1)N1C(=O)c2ccccc2C1=O (stereo not given)
    8%, -8, 3, 1%
> Cn1cc(Br)c(C(=O)N2CCN(c3cccc(Cl)c3)CC2)n1
    ., 11, -17, -2%
> COc1ccc(Cl)cc1NC(=O)C1CCCO1 (stereo not given)
    -3%, 7, -12, -5%
> Nc1[nH]c(N=NC(=O)c2ccc(Cl)cc2)c2ccccc12
    ., ., -23, 6%
> CCS(=O)(=O)c1nc2ccccc2n1CC(=O)N1CCOCC1
    0%, 0, 32, 1%
> COC(=O)c1cc(=O)n(CCc2ccccc2F)c(=Nc2ccc(F)c(Cl)c2)s1
    13%, 10, 30, 3%
> Cc1ccc(-c2cccc(C(=O)NCc3ccccc3)n2)c2ccccc12
    ., ., ?, -2%
> COc1ccc(N2CCN(CCCNS(=O)(=O)c3c(C)noc3/C=C/N(C)C)CC2)cc1
    -1%, 7, 9, -24%
> CSc1nsc(SCc2ccc(Cl)cc2)n1
    ., 8, 81, -6%
> O=C(CSc1nc(-c2ccco2)cc(C(F)(F)F)n1)Nc1ccc(C(=O)N2CCOCC2)cc1
    ., -6, -100*, -3%
> O=C(CCC(=O)c1ccc(Cl)cc1)OCC(=O)c1ccccc1
    2%, -7, 57, 1%
> COc1cccc(CN2C(=O)Nc3ccccc3C(=O)N2C(C)(C)C)c1
    2%, 0, 33, -3%
> Cc1cc(OCc2ccc(C(=O)n3cccn3)o2)ccc1Cl
    ., -3, -119*, -2%
> CNC(=O)Oc1ccc2c(c1)[C@]1(C)CCN(C)[C@@H]1N2C
    ., ., 8, -3%
> CC1=C(C(=O)Nc2ccc(Cl)cc2)C(c2ccco2)NC(=O)N1 (stereo not given)
    14%, 5, 13, -3%
> Cc1cccc(-c2nc(CN3CCCC(C(=O)NC4CCC(C)CC4)C3)c(C)o2)c1 (stereo not given)
    ., 2, 42, 12%
> O=C(Cn1c(CN2CCCCC2)nc2ccccc2c1=O)Nc1ccccc1
    -1%, 7, 21, -1%
> Cn1nnnc1SCC(=O)Nc1cc(C(=O)O)cc(C(=O)O)c1
    -6%, 2, 7, -6%
> CCOc1ccc2[nH]cc(C(=O)N3CCN(CC)CC3)c(=O)c2c1
    8%, -10, 34, 1%
> COc1ccc(-c2noc(CSc3nnc(-c4ccccc4)n3C)n2)cc1
    3%, 2, 4, 1%
> COc1ccccc1NC(=O)c1ccc(NS(C)(=O)=O)cc1
    0%, ?, ?, 1%
> COc1ccc(Cl)cc1Nc1ncnc2sc(C)c(S(=O)(=O)N3CCC(C)CC3)c12
    ., ., 66, 1%
> Cc1cc(C)c(C#N)c(Nc2ccccc2)n1
    ., 3, -29, -3%
> Cc1ccccc1NC(=O)Cn1c(C)nc2ccc(N)cc2c1=O
    6%, -1, 10, -1%
> CC(=O)N1CCN(C(=O)CSc2nc3c(cnn3-c3ccccc3)c(=O)[nH]2)CC1
    3%, -4, ?, -1%
> O=C(NC1(C(F)(F)F)NC(=O)N(Cc2cccnc2)C1=O)c1ccncc1 (stereo not given)
    3%, -9, ?, 5%
> COc1cc2oc(=O)cc(-c3cccc(-c4cccc(C)c4)c3)c2c(OC)c1OC
    7%[0.0915 µM], ., ., 0%[0.00818 µM]

A section of the results above, as a working copy:
Order of values: ALOX15B inhib, IMPase inh, PNC assembly inh, ALOX12 inhib
> COc1ccccc1NC(=O)c1ccc(NS(C)(=O)=O)cc1
    0%, ?, ?, 1%
> COc1ccc(Cl)cc1Nc1ncnc2sc(C)c(S(=O)(=O)N3CCC(C)CC3)c12
    ., ., 66, 1%
> Cc1cc(C)c(C#N)c(Nc2ccccc2)n1
    ., 3, -29, -3%
> Cc1ccccc1NC(=O)Cn1c(C)nc2ccc(N)cc2c1=O
    6%, -1, 10, -1%
> CC(=O)N1CCN(C(=O)CSc2nc3c(cnn3-c3ccccc3)c(=O)[nH]2)CC1
    3%, -4, ?, -1%
> O=C(NC1(C(F)(F)F)NC(=O)N(Cc2cccnc2)C1=O)c1ccncc1 (stereo not given)
    3%, -9, ?, 5%
> COc1cc2oc(=O)cc(-c3cccc(-c4cccc(C)c4)c3)c2c(OC)c1OC
    7%[0.0915 µM], ., ., 0%[0.00818 µM]

Further entries.
Order of values: ALOX15B inhib, IMPase inh, PNC assembly inh, ALOX12 inhib
> CCCN(CC1CC1)C(=O)COC(=O)c1[nH]c(C)c(C(=O)OCC)c1C
    4%, 8, 53, -8%
> CCNC(=O)C1CC(=O)N(c2ccc(OCC)cc2)C1 (stereo not given)
    0%, -8, 31, 2%
> CCC(C)N1C(=O)S/C(=C/c2ccc(N3CCOCC3)cc2C)C1=O (stereo not given)
    ., ., 13, -11%
> Cc1ccc(/C=C/C(=O)N2CCCN(C(=O)/C=C/c3ccc(C)cc3)CC2)cc1
    ., -9, ?, 0%
> COc1ncc2nc(-c3cc(F)cc(F)c3)c(=O)n(C[C@H]3CCCO3)c2n1
    1%, ., ., -1%
> CCN(CC)CCn1c(NC(=O)c2ccc(Cl)cc2)nc2ccccc21
    44%[activator], 1, 36, -7%
> Cc1ccc(Nc2nc3c(c(=O)[nH]2)CCCC3)cc1
    ., -3, 8, 0%
> COC(=O)c1ccc(C23CC2(C(NP(=O)(c2ccccc2)c2ccccc2)c2ccccc2)C3)cc1 (stereo not given)
    -10%, ., ., -12%
> O=C(c1ccc(Cl)cc1)c1ccccc1C(=O)N1CCOCC1
    -5%, -1, 20, -3%
> O=C1NC(c2ccncc2)Nc2sc3c(c21)CCCC3 (stereo not given)
    -28%, 2, 0, -8%
> CNC1=CN(O)C(c2ccccc2)=c2cc(Cl)ccc2=N1
    -4%[0.0915 µM], ., ., 1%[0.00818 µM]
> Cc1cc([N+](=O)[O-])nn1CCC(=O)NC1CCCCCC1
    ., ., 31, -4%
> Cc1ccc(C)c(C(=O)CN2C(=O)c3ccccc3S2(=O)=O)c1
    0%, -22, 20, 2%
> CSc1nnc2c3c4c(sc3nc(-n3nc(C)cc3C)n12)COC(C)(C)C4
    -9%, 9, 14, 1%
> O=C(c1csc2ccccc12)N1CCCCCC1
    -3%, 5, 3, -5%

Three entries from above, sorted by molecular weight, highest first:
Order of values: ALOX15B inhib, IMPase inh, PNC assembly inh, ALOX12 inhib
> COC(=O)c1ccc(C23CC2(C(NP(=O)(c2ccccc2)c2ccccc2)c2ccccc2)C3)cc1 (stereo not given)
    -10%, ., ., -12%
> O=C(NC1(C(F)(F)F)NC(=O)N(Cc2cccnc2)C1=O)c1ccncc1 (stereo not given)
    3%, -9, ?, 5%
> Cc1ccc(Nc2nc3c(c(=O)[nH]2)CCCC3)cc1
    ., -3, 8, 0%

The list continues:
Order of values: ALOX15B inhib, IMPase inh, PNC assembly inh, ALOX12 inhib
> c1ccc2c(c1)Cn1nnnc1-2
    5%, 0, -16, 0%
> CCOC(=O)Cc1cc(=O)n2[nH]c(C)cc2n1
    -2%, 12, 21, -3%
> O=c1c2ccccc2c2ccccc2c(=O)n1Cc1cccnc1
    2%, 19, 10, -4%
> Oc1ccc(/C=N/Nc2nccnc2Cl)cc1
    1%, 5, 29, 7%
> CCSc1nc(O)c(CC)c(=O)n1C(C)CC (stereo not given)
    2%, -8, 5, 0%
> CCC1=C2CC[C@H]3C(=O)N(c4ccccc4)C(=O)[C@H]3[C@H]2[C@@]2(C)C(=O)N(CC(=O)OC)C(=O)N2C1=O
    -4%, ., ., -2%

Not all compounds are listed. The share of hits here may be higher or lower than overall.
